High-throughput results from PubChem BioAssay.
DNMT1 inh: human DNMT1 methyltransferase inhibitors, primary screen, biochemical, molecular beacon, fluorescence, HinP1I cleavage, uHTS; 0.83% of 360,000 active; inhibition (reported as % activation of signal), % at 10 µM; in the data active means inhibition above about 50%
Target sequence (P26358 504-1616 limits assumed): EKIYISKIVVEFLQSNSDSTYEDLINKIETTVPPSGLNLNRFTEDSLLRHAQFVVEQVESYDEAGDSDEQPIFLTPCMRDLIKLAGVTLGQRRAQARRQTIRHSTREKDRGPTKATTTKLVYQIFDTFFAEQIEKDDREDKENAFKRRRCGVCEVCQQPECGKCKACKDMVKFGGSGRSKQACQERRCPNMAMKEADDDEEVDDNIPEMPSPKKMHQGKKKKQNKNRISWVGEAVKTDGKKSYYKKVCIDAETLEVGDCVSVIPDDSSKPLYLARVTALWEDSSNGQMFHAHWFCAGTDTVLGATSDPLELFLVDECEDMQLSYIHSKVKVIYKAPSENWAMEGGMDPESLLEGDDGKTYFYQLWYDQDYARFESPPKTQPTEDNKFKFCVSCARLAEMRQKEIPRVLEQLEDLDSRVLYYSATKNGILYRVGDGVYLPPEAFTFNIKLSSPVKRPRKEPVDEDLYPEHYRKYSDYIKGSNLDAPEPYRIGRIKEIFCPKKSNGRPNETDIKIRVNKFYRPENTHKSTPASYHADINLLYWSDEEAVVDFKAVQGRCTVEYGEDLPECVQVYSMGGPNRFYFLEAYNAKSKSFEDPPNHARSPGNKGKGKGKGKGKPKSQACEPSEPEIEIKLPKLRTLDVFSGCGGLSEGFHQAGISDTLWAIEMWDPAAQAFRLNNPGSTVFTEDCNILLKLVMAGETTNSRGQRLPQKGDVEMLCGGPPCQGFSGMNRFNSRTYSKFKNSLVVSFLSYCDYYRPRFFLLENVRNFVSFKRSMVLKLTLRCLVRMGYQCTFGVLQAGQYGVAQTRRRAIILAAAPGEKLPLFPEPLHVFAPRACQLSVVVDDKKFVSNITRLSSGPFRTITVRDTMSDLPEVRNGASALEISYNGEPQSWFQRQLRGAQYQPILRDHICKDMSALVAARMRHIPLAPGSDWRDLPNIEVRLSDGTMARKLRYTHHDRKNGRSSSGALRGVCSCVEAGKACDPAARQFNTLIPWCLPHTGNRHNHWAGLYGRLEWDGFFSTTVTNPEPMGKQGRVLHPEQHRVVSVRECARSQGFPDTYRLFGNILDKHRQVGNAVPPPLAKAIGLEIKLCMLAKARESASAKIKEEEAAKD
LMPTP block: LMPTP phosphatase inhibitors, primary screen, biochemical, fluorescence intensity, uHTS. recombinant LMPTP-A, OMFP fluorogenic substrate. inhibition, % at 20 µM. 0.22% of 360,000 active. AID 651560, 2012;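 active means compounds that cut the enzyme signal by at least half of the control window in the single-dose screen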;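 further: plate controls were DMSO wells with enzyme plus substrate for no effect and substrate without enzyme for full effect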
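Material: LMPTP-A; amount: 0.625 nM enzyme; doses: single 20 µM dose; times: reaction 50 min, room temperature, dark; technique: fluorescence intensity of OMFP turnover product; benchmarks: no-enzyme and uninhibited controls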
Rpn11 block: Rpn11 (PSMD14) deubiquitinase inhibitors, primary screen, biochemical, fluorescence polarization, uHTS; 0.59% of 360,000 active; AID 588493, 2011; 26S proteasome non-ATPase regulatory subunit 14 (Homo sapiens), O00487; calls only at 20 µM; human 26S proteasome, Ub4-pepOG fluorescence polarization; 20S core pre-blocked with epoxomicin;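 active means inhibition at 20 µM, scaled to each plate's controls, above about 33%, limit read from the data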
SKN-1 block: suppressors of acrylamide-induced Pgst-4::GFP reporter in worms, primary screen, SKN-1 inhibitor project, whole organism, uHTS, GFP/RFP fluorescence ratio, strain VP596. 0.49% of 360,000 active. C. elegans VP596 Pgst-4::GFP/RFP ratio, 24 h. inhibition, % at 21.8 µM;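 active means interference check ratio from 0.5 to 1.5 plus GFP to RFP signal ratio inhibition reaching or exceeding a fixed threshold, cut at about 30% in these data, passing the limit was not always enough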; further: some compounds called inactive have numbers as strong as hits
MT1-MMP act inh: blockers of MT1-MMP proenzyme processing, primary screen, HT1080 RFP-PRO-GFP cells, GFP/RFP fluorescence. GFP/RFP ratio fluorescence, overnight; percent of plate control window, DMSO zero. 0.061% of 360,000 active. GFP/RFP ratio change, % at 20 µM. AID 651647, 2012. Matrix metalloproteinase-14 (Homo sapiens), P50281;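 active means GFP/RFP ratio change of at least 30% with cell ATP level not reduced by more than half and red fluorescence within 50% of control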; further: strong numbers were not always called active
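Read-out: GFP/RFP fluorescence ratio; Test system: RFP-PRO-GFP reporter HT1080 cells; Compound dosing: single-point 20 µM compound, 1% DMSO; Times: overnight compound exposure at 37 °C.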
Scp1 inh: Scp-1 phosphatase inhibitors, primary screen, biochemical, colorimetric, uHTS. inhibition, % at 20 µM. Recombinant Scp1, phosphopeptide, malachite green phosphate absorbance. 0.88% of 340,000 active;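 active means inhibition above about 50% at 20 µM, limit read from the data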;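 further: plate controls were DMSO wells with enzyme for no effect and wells lacking enzyme for full effect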
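Times: enzyme reaction 45 min at room temperature, colour 5 min, stabilisation 30 min. Material: SCP-1 catalytic fragment, aa 76-261. Medium: Acidic Tris acetate buffer with magnesium and detergent. Signal: colorimetric free-phosphate detection, absorbance 630 nm. Read-out basis: % inhibition of SCP-1 phosphate liberation. Reagent: Phosphorylated 17-residue peptide substrate.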
STEP block: STEP phosphatase inhibitors, primary screen, biochemical, fluorescence intensity, uHTS; Tyrosine-protein phosphatase non-receptor type 5 (Homo sapiens), P54829; recombinant STEP, OMFP fluorogenic substrate; inhibition, % at 20 µM; 0.25% of 360,000 active; AID 588621, 2011;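 active means inhibition at 20 µM, scaled per plate between control wells, above about 37%, limit read from the data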;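 further: 0% = DMSO with enzyme and substrate and 100% = substrate only without enzyme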
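System: isolated STEP enzyme; schedule: 20 min enzyme reaction at room temperature, protected from light; medium: Bis-Tris buffer pH 6.0, 2.5 mM DTT, 0.005% Tween 20; signal: fluorescence, 480/540 nm; dosing: single compound dose of 20 µM, 1% DMSO final; also added: OMFP substrate, 25 µM final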
CendR NRP1 mod: modulators of CendR peptide binding to NRP-1, primary screen, biochemical, fluorescence polarization, uHTS | 0.85% of 360,000 active | AID 602438, 2012 | FAM-RPARPAR peptide binding to NRP-1 | Neuropilin-1 (Homo sapiens), O14786 | inhibition, % at 25 µM;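 active means inhibition or corrected inhibition above about 18%, plus a signal ratio from 0.5 to 1.5, limit read from the data, passing the limit was not always enough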; further: strong numbers were not always called active
SUMO1 PPI mod: modulators of SUMO1 protein-protein interactions, primary screen, biochemical, uHTS; Small ubiquitin-related modifier 1 (Homo sapiens), P63165; SUMO1 binding to a labelled peptide, TR-FRET, 1 h; inhibition, % at 20 µM; 0.33% of 360,000 active; AID 602429, 2012; in the data active means inhibition above about 37%
NadD block: inhibitors of S. aureus NadD, primary screen, biochemical, colorimetric, uHTS. Nicotinate-nucleotide adenylyltransferase NadD (Staphylococcus aureus N315). purified NadD enzyme, colorimetric absorbance read-out. inhibition, % at 20 µM. 0.78% of 360,000 active. AID 602399, 2012; in the data active means inhibition above about 26%; further: some compounds past the cut are filed as inactive
An asterisk follows results filed as active.

For CC(C)C(NS(=O)(=O)c1cccc(C(F)(F)F)c1)C(=O)O (stereo not given) the results were DNMT1 inh -1, LMPTP block 0.3, Rpn11 block inactive, SKN-1 block 5, MT1-MMP act inh 8, Scp1 inh -2, STEP block -2, CendR NRP1 mod 18, SUMO1 PPI mod 3 and NadD block 0.
For C/C(Cl)=C/Cn1c(NCCCn2ccnc2)nc2c1c(=O)[nH]c(=O)n2C the results were DNMT1 inh 0, LMPTP block -1.4, Rpn11 block inactive, SKN-1 block 11, MT1-MMP act inh -1, Scp1 inh -3, STEP block -3, CendR NRP1 mod 5, SUMO1 PPI mod 7 and NadD block -6.
For CC(C)CN(CCNC(=O)CN1C(=O)COc2ccc(S(=O)(=O)N3CCOCC3)cc21)CC(C)C the results were DNMT1 inh 1, LMPTP block -1.8, Rpn11 block inactive, SKN-1 block 14, MT1-MMP act inh -1, Scp1 inh -6, STEP block 2, CendR NRP1 mod 0, SUMO1 PPI mod 0 and NadD block -4.
Screening Cc1cccc2c1-c1sc(C(=O)Nc3ccccc3N3CCN(C)CC3)cc1CO2 returned DNMT1 inh -7, LMPTP block 4.8, Rpn11 block inactive, SKN-1 block 13, MT1-MMP act inh -3, Scp1 inh 8, STEP block 11, CendR NRP1 mod 4, SUMO1 PPI mod -24 and NadD block 3.
`Cc1nnc2sc(-c3ccc(NC(=O)CSc4ccc(Cl)cc4)cc3)nn12` gave DNMT1 inh -2, LMPTP block 7.6, Rpn11 block inactive, SKN-1 block 15, MT1-MMP act inh 2, Scp1 inh 2, STEP block 4, CendR NRP1 mod 0, SUMO1 PPI mod 2 and NadD block 15.
Screening Cc1ccc(NC2CCCN(C(=O)c3ccccc3N3CCOCC3)C2)cc1C (stereo not given) returned DNMT1 inh 1, LMPTP block -1.2, Rpn11 block inactive, SKN-1 block 12, MT1-MMP act inh -1, Scp1 inh -8, STEP block -1, CendR NRP1 mod 4, SUMO1 PPI mod -1 and NadD block -2.
`c1ccc(Cn2cc(-c3cccnc3)cn2)cc1` gave DNMT1 inh 1, LMPTP block 0.4, Rpn11 block inactive, SKN-1 block 5, MT1-MMP act inh -6, Scp1 inh 0, STEP block -2, CendR NRP1 mod 6, SUMO1 PPI mod -4 and NadD block -3.
For CN(C)c1ccc(C(C[N+](=O)[O-])c2c(N)n(C)c(=O)n(C)c2=O)c(F)c1C#N (stereo not given) the results were DNMT1 inh -5, LMPTP block -0.6, Rpn11 block inactive, SKN-1 block 15, MT1-MMP act inh -6, Scp1 inh -1, STEP block -2, CendR NRP1 mod 2, SUMO1 PPI mod -3 and NadD block -4.
Screening O=C(CSc1nccc(=O)[nH]1)NC1CCCC1 returned DNMT1 inh 0, LMPTP block -1.3, Rpn11 block inactive, SKN-1 block 3, MT1-MMP act inh 0, Scp1 inh -6, STEP block 0, CendR NRP1 mod 14, SUMO1 PPI mod 7 and NadD block 0.
COc1cccc(NS(=O)(=O)c2ccc(S(=O)(=O)N3CCOCC3)cc2)c1 was read as DNMT1 inh 3, LMPTP block -0.7, Rpn11 block inactive, SKN-1 block 12, MT1-MMP act inh 5, Scp1 inh -11, STEP block -3, CendR NRP1 mod -5, SUMO1 PPI mod 2 and NadD block -10.
For O=[N+]([O-])c1ccc(N2CCN(CCO)CC2)c2ncccc12 the results were DNMT1 inh 1, LMPTP block -0.9, Rpn11 block inactive, SKN-1 block 12, MT1-MMP act inh 5, Scp1 inh -9, STEP block -3, CendR NRP1 mod 6, SUMO1 PPI mod -15 and NadD block -1.
Screening CCOc1cc(CNCCO)cc(Br)c1OCc1cccs1 returned DNMT1 inh 0, LMPTP block -0.6, Rpn11 block inactive, SKN-1 block 0, MT1-MMP act inh -3, Scp1 inh 0, STEP block -1, CendR NRP1 mod 6, SUMO1 PPI mod 4 and NadD block -7.
For Cc1[nH]c2ccccc2c1C(=O)c1cc(Cc2ccccc2)sc1N the results were LMPTP block 0.9, SKN-1 block 13, MT1-MMP act inh -3, CendR NRP1 mod -10 and SUMO1 PPI mod -3.
CCC(Sc1nc(N)c(NC(=O)c2ccco2)c(=O)[nH]1)C(=O)O (stereo not given) was read as DNMT1 inh -1, LMPTP block -1.8, Rpn11 block inactive, SKN-1 block 16, MT1-MMP act inh 0, Scp1 inh -5, STEP block -5, CendR NRP1 mod 4, SUMO1 PPI mod -6 and NadD block 0.
For CCCCNC(=S)N1CCN(Cc2ccc3c(c2)OCO3)CC1 the results were DNMT1 inh -1, LMPTP block -0.6, Rpn11 block inactive, SKN-1 block -1, MT1-MMP act inh 4, Scp1 inh -11, STEP block 4, CendR NRP1 mod -6, SUMO1 PPI mod 3 and NadD block 0.
Screening O=C(NN=C1CCCCCCCCCCC1)c1cccc(S(=O)(=O)N2CCOCC2)c1 returned DNMT1 inh 6, LMPTP block -1.9, Rpn11 block inactive, SKN-1 block 6, MT1-MMP act inh 0, Scp1 inh -7, STEP block -4, CendR NRP1 mod -5, SUMO1 PPI mod -4 and NadD block 2.
`O=C(Nc1ccc(Br)cc1Br)c1cccc2c1C(=O)N(C1CCCCC1)C2` gave DNMT1 inh -2, LMPTP block 4.7, Rpn11 block inactive, SKN-1 block -13, MT1-MMP act inh -8, Scp1 inh -14, STEP block 4, CendR NRP1 mod 8, SUMO1 PPI mod 2 and NadD block 16.
For O=C1CCN(S(=O)(=O)c2ccc(Cl)cc2)N1 the results were DNMT1 inh 0, LMPTP block -1.9, Rpn11 block inactive, SKN-1 block 7, MT1-MMP act inh 2, Scp1 inh -5, STEP block -1, CendR NRP1 mod 9, SUMO1 PPI mod -1 and NadD block 0.
`CCOc1ccc2nc(NC(=O)C(CCSC)NS(=O)(=O)c3cccs3)sc2c1` (stereo not given) gave DNMT1 inh -3, LMPTP block 1.2, Rpn11 block inactive, SKN-1 block 12, MT1-MMP act inh -6, Scp1 inh -15, STEP block -2, CendR NRP1 mod 0, SUMO1 PPI mod 4 and NadD block 1.
N#CCc1cc2ccc3cccc4ccc(c1)c2c34 was read as DNMT1 inh 2, LMPTP block 3.0, Rpn11 block inactive, SKN-1 block 22, MT1-MMP act inh -4, Scp1 inh -18, STEP block 2, CendR NRP1 mod 13, SUMO1 PPI mod -11 and NadD block 2.
CCOc1ccc(Br)cc1S(=O)(=O)Nc1ccc(Cl)c(S(=O)(=O)N(C)C)c1 was read as DNMT1 inh 1, LMPTP block 2.0, Rpn11 block inactive, SKN-1 block 16, MT1-MMP act inh 3, Scp1 inh -13, STEP block -4, CendR NRP1 mod -3, SUMO1 PPI mod 2 and NadD block -6.
Screening N#CC(C(=O)Nc1cccc(Cl)c1)=C1Nc2ccccc2N1 returned DNMT1 inh 7, LMPTP block -1.2, Rpn11 block inactive, SKN-1 block -12, MT1-MMP act inh 1, Scp1 inh 0, STEP block 0, CendR NRP1 mod 1, SUMO1 PPI mod 62* and NadD block 1.
For CCCC(C(=O)Nc1cccc(S(=O)(=O)N2CCCC2)c1)c1ccccc1 (stereo not given) the results were DNMT1 inh -6, LMPTP block 1.2, Rpn11 block inactive, SKN-1 block 13, MT1-MMP act inh -1, Scp1 inh -7, STEP block -2, CendR NRP1 mod 2, SUMO1 PPI mod 1 and NadD block -4.
For Cc1cccc(COc2ccc(/C=N/NC(=O)c3nnn(-c4nonc4N)c3CN3CCCCC3)cc2)c1 the results were DNMT1 inh -5, LMPTP block 3.2, Rpn11 block inactive, SKN-1 block 2, MT1-MMP act inh 2, Scp1 inh -14, STEP block 0, CendR NRP1 mod -5, SUMO1 PPI mod -3 and NadD block 31*.

Arranged by molecular weight (high to low): 3 of the compounds above
Screening O=C(NN=C1CCCCCCCCCCC1)c1cccc(S(=O)(=O)N2CCOCC2)c1 returned DNMT1 inh 6, LMPTP block -1.9, Rpn11 block inactive, SKN-1 block 6, MT1-MMP act inh 0, Scp1 inh -7, STEP block -4, CendR NRP1 mod -5, SUMO1 PPI mod -4 and NadD block 2.
For CCCC(C(=O)Nc1cccc(S(=O)(=O)N2CCCC2)c1)c1ccccc1 (stereo not given) the results were DNMT1 inh -6, LMPTP block 1.2, Rpn11 block inactive, SKN-1 block 13, MT1-MMP act inh -1, Scp1 inh -7, STEP block -2, CendR NRP1 mod 2, SUMO1 PPI mod 1 and NadD block -4.
CCC(Sc1nc(N)c(NC(=O)c2ccco2)c(=O)[nH]1)C(=O)O (stereo not given) was read as DNMT1 inh -1, LMPTP block -1.8, Rpn11 block inactive, SKN-1 block 16, MT1-MMP act inh 0, Scp1 inh -5, STEP block -5, CendR NRP1 mod 4, SUMO1 PPI mod -6 and NadD block 0.

Next entries
`Cc1cccc(NC(=O)C2CC2c2ccccc2)c1C` (stereo not given) gave DNMT1 inh 3, LMPTP block -0.3, Rpn11 block inactive, SKN-1 block 21, MT1-MMP act inh 0, Scp1 inh -2, STEP block 2, CendR NRP1 mod -13, SUMO1 PPI mod 4 and NadD block -5.
For Cc1ccc(OCc2n[nH]c(=S)n2Cc2ccccc2)cc1 the results were DNMT1 inh -1, LMPTP block -0.8, Rpn11 block inactive, SKN-1 block -3, MT1-MMP act inh -1, Scp1 inh -10, STEP block -1, CendR NRP1 mod -11, SUMO1 PPI mod 3 and NadD block -4.
`Cc1cc(C)cc(NC(=O)N2c3ccccc3NC(=O)CC2C)c1` (stereo not given) gave DNMT1 inh 4, LMPTP block -0.9, Rpn11 block inactive, SKN-1 block -1, MT1-MMP act inh 0, Scp1 inh -4, STEP block 1, CendR NRP1 mod -5, SUMO1 PPI mod -2 and NadD block -4.
Screening O=C(NC12CC3CC(CC(C3)C1)C2)c1ccc([N+](=O)[O-])cc1 returned DNMT1 inh 2, LMPTP block -0.3, Rpn11 block inactive, SKN-1 block 13, MT1-MMP act inh 5, Scp1 inh 6, STEP block -1, CendR NRP1 mod 19, SUMO1 PPI mod -21 and NadD block -2.
